Lipid droplet = modulators of hepatic lipid droplet formation. AML12 mouse hepatocytes, oleate lipid droplets, BODIPY imaging. inhibition, % at 6.5 µM. actives 0.4% (n = 240,000);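 active = lipid droplet intensity inhibited by at least 50%, with more than 500 cells counted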
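Material – AML12 mouse liver cells · Also added – oleate loading, 100 µM · Compound dosing – 6.5 µM single-point dosing · Times – overnight treatment with compound plus oleate · Measured by – fluorescence imaging, 20x objective, two fields per well · Read-out – percent inhibition of filter-corrected integrated lipid droplet intensity per well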
SIAH1 antagonists = blockers of Siah-1 interaction with plectin peptide – biochemical, fluorescence polarization, rhodamine-plectin, uHTS, primary screen (AID 1817); Siah-1 / rhodamine-plectin peptide fluorescence polarization; higher % means a stronger effect; displacement, % at 20 µM; hits with a dose series show IC50 in µM; actives 0.02% (n = 290,000);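 active = displacement of at least 50% at 20 µM, with a fluorescence ratio check between 0.3 and a set limit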;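 also: plate controls were Siah plus tracer with DMSO for no effect and tracer alone without Siah for full effect; strong numbers were not always called active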
UTI89 phage lysis = inhibition of K1F phage lysis, E. coli UTI89, bacterial capsule biogenesis inhibitors, alamar blue (AID 488966); one-dose inhibition, % at 100 µM; IC50 in µM for titrated hits; E. coli UTI89 K1F phage lysis, alamar blue, 2 h; higher % means a stronger effect; actives 0.02% (n = 340,000);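 active = phage lysis inhibition, versus mean bacterial control, above a set limit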;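 also: capsule biogenesis inhibitors block K1F phage lysis so surviving cells raise fluorescence; higher fluorescence means more inhibition of phage lysis; actives were called in the ten point dose series up to 300 µM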
Lipid droplet cells 6.5 µM = second read-out of Lipid droplet, no call of its own (marks repeat the call); cell count; measured here: cell count, cytotoxicity flag;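 cells counted across two imaged fields per well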
Active calls of the source: *; [ ] = dose if it differs, or a comment.

SMILES	Lipid droplet	Lipid droplet cells 6.5 µM	SIAH1 antagonists	UTI89 phage lysis
Cc1ccc(C(=O)CSc2nc(O)cc(=O)[nH]2)cc1C	-2.3	783	-3.2%	0.7%
CC(=O)c1cccc(NC(=O)Nc2ccc3c(c2)CCC3)c1	-18.0	684	-0.7%	-0.1%
Cc1nc(NC(=O)C2CC2)sc1C(=O)Nc1ccc(Br)cc1	-2.9	795	4.7%	0.1%
O=C1CCCCN1CCC(=O)N1CCCC(Nc2ccc(F)c(F)c2)C1 (stereo not given)	23.8	664	1.5%	0.2%
CC(=O)Nc1ccc(S(=O)(=O)NNC(=S)NCC2CCCO2)cc1 (stereo not given)	0.6	846	-1.3%	1.2%[50 µM]
CC(=O)NC(CC(=O)Nc1ccc2c(c1)OCCO2)c1ccccc1 (stereo not given)	0.4	783	1.5%	0.3%
CC1CCCN(C(=O)Cn2c(=O)oc3cc(S(=O)(=O)N4CCCCC4)ccc32)C1 (stereo not given)	3.8	734	1.7%	0.1%
CCCCc1ccc(NC(=O)CSc2nc3ncccc3[nH]2)cc1	51.9*	759*	11.6%	0.4%
COc1cccc(N2CCN(C(=O)CCC(=O)N3CCOc4ccc(C)cc43)CC2)c1	-4.4	797	-2.2%	7.5%
CCCOc1cccc(C(=O)Nc2ccc3c(c2)OCCO3)c1	2.1	826	8.0%	0.7%
COCc1nc2oc3ccc(F)cc3c(=O)c2cc1C(=O)OC	13.2	756	-2.6%	1.2%[50 µM]
Cn1c(CC(=O)Nc2ccccc2)nnc1SCC(=O)Nc1ccc(N2CCOCC2)cc1	-0.4	849	-5.4%	0.1%
COc1ccc2nc(C)cc(Nc3ccc(C(=O)O)cc3)c2c1	8.7	827	-0.5%	0.1%
CSc1cccc(NS(=O)(=O)c2ccc3c(c2)NC(=O)C(C)C(=O)N3)c1 (stereo not given)	4.8	725	6.5%	0.4%
Cn1c(CN2CCOCC2)nnc1SCC(=O)Nc1cc(Cl)ccc1Cl	-14.4	694	-0.4%	-0.1%
COc1cc2c(cc1OC)C(c1cccs1)N(C(=O)c1ccc(S(=O)(=O)N(C)C)cc1)CC2 (stereo not given)	8.0	641	1.4%	0.6%
COc1ccc(OC)c(NC(=O)C2CCN(C(=O)C3CC(=O)N(c4ccc(C)cc4)C3)CC2)c1 (stereo not given)	0.4	821	-1.7%	-0.5%
CC1(c2ccc(Cl)cc2)NC(=O)N(CC(=O)NCc2ccc(F)cc2)C1=O (stereo not given)	-6.1	740	-1.9%	0.0%
Cc1cccc(NC(=O)[C@@H]2CCCN2C(=O)OC(C)(C)C)c1C	-2.6	818	2.4%	0.2%
Cc1ccc(S(=O)(=O)N2CCN(C(=O)CC(C)n3cncn3)CC2)cc1 (stereo not given)	-11.0	735	6.8%	0.2%
O=C(CC(C(=O)O)c1cccc(Cl)c1)c1ccccc1 (stereo not given)	0.5	843	1.8%	-0.2%
CCc1ccc(NC(=O)C2CCCN(S(=O)(=O)c3cnc[nH]3)C2)cc1 (stereo not given)	-12.3	738	-0.6%	0.5%
CCC(C)(C)NC(=O)c1ccc2c(c1)N(CC(=O)NC1CCCC1)C(=O)C(C)(C)O2	-2.6	846	1.1%	0.3%
Cc1ccc(S(=O)(=O)N(Cc2ccc(Cl)cc2)c2ccccc2C(=O)O)cc1	-5.0	818	-3.7%	1.5%[50 µM]
Cc1cccn2c(=O)c(/C=C(\C#N)S(=O)(=O)c3ccccc3)c(N3CCN(c4ccccc4)CC3)nc12	-28.4	662	0.2%	0.3%
CC1CCCC(C)N1C(=O)CSc1ccc(-c2ccc3c(c2)OCCO3)nn1 (stereo not given)	17.5	804	1.4%	-0.2%
CCCNC(=O)CS(=O)(=O)c1ccccc1	-0.7	793	-1.0%	0.9%
COc1cc(NC(=O)[C@@H](NC(=O)N2CCn3c2nc2ccccc23)C(C)C)cc(OC)c1	-3.7	734	2.2%	0.1%
Cc1ccc(N2CCN(C(=O)c3cn(CC4CCCCC4)nn3)C(C)C2)cc1 (stereo not given)	-0.3	737	-0.7%	0.1%
Cc1ccc(Cl)cc1N(CC(=O)NC1CCCC1)C(=O)c1csnn1	-33.0	825	-0.4%	0.4%
COc1ccc(-n2nc(C(=O)NCC(=O)Nc3cc(Cl)c(OC)cc3OC)c3ccccc3c2=O)cc1	-3.2	770	-3.4%	2.3%
CCOP(=O)(c1ccccc1)C(O)c1ccc([N+](=O)[O-])cc1 (stereo not given)	-4.5	834	-4.0%	0.2%
COc1ccc(CCNC(=O)CCC(=O)NC2CCCCC2)cc1OC	5.1	864	1.9%	5.8%
Cc1ccc(OCc2cc(C(=O)NC3CCOC3)no2)cc1C (stereo not given)	-2.6	710	-0.9%	0.4%
Cc1cc(C)c(S(=O)(=O)N2CCCC(C(=O)NC3CCCC3)C2)c(C)c1 (stereo not given)	7.0	811	0.4%	-0.4%
CC(C)(C)NC(=O)c1ccc(COc2ccc(Cl)cc2Cl)o1	-24.4	400	-0.8%	0.2%
Cc1ccccc1CC(=O)Nc1cccnc1	-1.0	802	4.2%	0.3%
COc1cc(OC)cc(C(=O)Nc2ccc3nc4n(c(=O)c3c2)CCCCC4)c1	15.9	690	-0.6%	0.1%
O=C(O)CCC(=O)N1CCN(c2nc(-c3ccccc3)c3cc(Br)ccc3n2)CC1	-1.0	834	-0.7%	0.1%
COc1cccc(-c2nc(CS(=O)(=O)CC(=O)N3CCCCC3)c(C)o2)c1	-25.6	727	-1.2%	0.0%
NS(=O)(=O)c1cccc(NS(=O)(=O)c2cccc(C(F)(F)F)c2)c1	-16.6	706	2.9%	0.9%
O=C(c1nc2ccccn2c1CN1CCCC(O)C1)N1CCN(C2CCCCC2)CC1 (stereo not given)	12.6	849	5.6%	0.2%
COc1ccccc1C(=O)NC(=O)COC(=O)/C(=C/c1ccccc1)NC(C)=O	26.8	719	8.9%	0.0%
O=C(NCC1CCCO1)c1cc2cc(Cl)ccc2[nH]1 (stereo not given)	5.0	813	1.1%	3.3%
OCC1(Cc2ccccc2F)CCCN(Cc2c(F)ccc(F)c2F)C1 (stereo not given)	-20.5	782	-7.8%	1.4%
CC1CCCC(C)N1/N=C/c1ccccc1Br (stereo not given)	4.5	853	-0.1%	0.1%
O=S(=O)(Nc1ccon1)c1ccc(F)c(F)c1	5.1	640	0.5%	0.1%
CNC(=O)c1cc(C(=O)c2ccc(Cl)cc2)c(Br)[nH]1	-2.9	830	3.8%	-0.1%
Cc1onc(-c2c(F)cccc2Cl)c1C(=O)NCCc1ccncc1	4.7	802	-2.3%	0.2%[50 µM]
Cc1ccc(NS(=O)(=O)c2ccc3c(c2)n(C)c(=O)c(=O)n3C)c(C)c1	31.5	698	-5.5%	0.0%
COc1ccc(S(=O)(=O)N2CCOC23CCN(C(=O)c2ccccc2Br)CC3)cc1	-11.8	673	3.5%	-0.1%
CC(=O)NC(C(=O)N1CCC(c2nc3ccccc3s2)CC1)C(C)C (stereo not given)	-7.2	823	10.4%	0.1%
CCOc1cccc(N(C(=O)CCC(=O)Nc2cc(C)on2)C(C(=O)NC(C)(C)C)c2ccc(OC)cc2)c1 (stereo not given)	-1.9	834	-1.6%	0.0%
NCC12CC3CC(C1)CC(c1ccc(Br)cc1)(C3)C2	9.9	817	0.1%	0.5%
COc1ccc(-c2c(C)oc3c(CN4CCCC(C)C4)c(O)ccc3c2=O)cc1OC (stereo not given)	7.8	829	2.7%	0.3%
COc1ccc(S(=O)(=O)NC(C)C(=O)NCc2ccncc2)cc1Cl (stereo not given)	-17.7	743	0.0%	0.5%
C[C@@H](C(=O)NC1CCCC1)N1C(=O)N2CCc3c([nH]c4ccccc34)[C@@]2(C)C1=O	-3.0	787	3.9%	4.1%
CCCCc1c(O)nc(SCC(=O)N2CCCCC2)[nH]c1=O	3.8	718	-3.9%	0.3%
O=C(c1cc(-c2ccc(Br)cc2)on1)N1CCc2ccccc2C1	4.7	862	1.0%	0.5%
CC1CCN(c2ccc3nnc(CCC(=O)Nc4cc(F)ccc4F)n3n2)CC1	-0.3	710	-1.0%	0.2%
Next section:
SMILES	Lipid droplet	Lipid droplet cells 6.5 µM	SIAH1 antagonists	UTI89 phage lysis
CC(C)(C)c1ccc(-c2nc3[nH]c(=O)cc(NC(=O)c4ccco4)n3n2)cc1	12.0	672	-0.9%	0.3%
COc1cccc(OC)c1C(=O)NC(=O)NNc1cc(C(F)(F)F)cc(C)n1	-1.3	835	13.0%	-0.7%[50 µM]
CCOc1ccc(-c2c(C(=O)N/N=C(\C)c3cccnc3)nnn2-c2nonc2N)cc1	-1.3	744	4.6%	-0.2%
Cc1cccc(N2CC(C(=O)Nc3ccc4c(c3)OCCO4)CC2=O)c1C (stereo not given)	-11.6	789	1.4%	0.1%
COc1ccc(/C=C2\SC(=S)N(CCCC(=O)Nc3cc(C)on3)C2=O)cc1OC	-17.8	748	-6.5%	-0.4%
COc1ccc(OC2CCN(S(=O)(=O)c3ccc(OC)cc3)CC2)cc1	-6.4	390	-6.6%	0.2%
COc1ccc(-c2nn(C)c3sc(C(=O)NCCN(C)C)cc23)cc1OC	8.6	820	1.6%	-0.4%
COc1ccc(C)cc1NC(=O)CCS(=O)(=O)c1ccc2c(c1)oc(=O)n2C	-17.9	682	0.7%	0.2%
C/C(=N\NC(=O)c1ccco1)c1ccc(-c2ccccc2)cc1	2.5	732	13.8%	-0.4%
Cc1cccc(CN2CCc3c([nH]c4ccccc34)C2C(C)(C)C)n1 (stereo not given)	-1.0	804	-0.9%	-0.1%
O=C(NC1CCCN(Cc2ccc(Cl)cc2)C1)c1cccc(N2CCCC2=O)c1 (stereo not given)	-6.0	732	2.8%	0.0%
COc1ccc(S(=O)(=O)NCCc2cn3nc(C)c(C)nc3n2)cc1F	-9.2	775	-0.4%	0.5%
CCc1ccc(CN2CCC(n3nccc3NC(=O)c3ccccc3)CC2)o1	7.4	752	-7.2%	0.0%
COc1cccc(C(=O)NNC(=O)C2CCCO2)c1 (stereo not given)	-4.1	727	0.4%	0.0%
O=C(Nc1ccccc1)c1ccc2c(c1)OCCCO2	-2.6	777	11.5%	0.1%
O=C(NCCCn1ccnc1)c1cc(Cl)cc(Cl)c1	-15.8	820	1.9%	0.6%
O=C(NCCN1CCOCC1)c1cc(-c2cccc(Cl)c2)on1	2.5	790	-3.1%	0.0%
CC(Oc1ccccc1)C(=O)Nc1nnc(S(=O)(=O)Nc2ccccc2)s1 (stereo not given)	2.6	754	3.2%	-3.3%
CCCc1nnc(NC(=O)CCS(=O)(=O)Cc2ccccc2)s1	-1.0	846	1.1%	0.0%
C/C(=N\NC(=O)C1CCCC1)c1ccc(Cl)cc1	9.8	660	-7.2%	0.1%
O=C(c1ccc(Cl)c(S(=O)(=O)N2CCCCC2)c1)N1CCCC1	-1.2	800	-6.0%	0.1%
CCOc1cc(/C=N/NC(=O)c2cc3c(ccc4ccccc43)o2)ccc1O	25.8	660	-1.1%	-1.0%[50 µM]
CC1COc2ccccc2N1C(=O)c1ccccc1Cl (stereo not given)	2.6	428	-5.1%	0.2%
O=C(O)c1ccccc1N=Nc1c(O)[nH]c2ccc([N+](=O)[O-])cc12	3.4	828	25.6%	0.0%
Oc1ccc(-c2nc3ccccc3nc2-c2ccccc2)cc1	-10.6	818	-1.3%	4.2%

Part of the list above, in markdown:
| Molecule | Lipid droplet | Lipid droplet cells 6.5 µM | SIAH1 antagonists | UTI89 phage lysis |
| --- | --- | --- | --- | --- |
| Oc1ccc(-c2nc3ccccc3nc2-c2ccccc2)cc1 | -10.6 | 818 | -1.3% | 4.2% |
| O=C(NCCCn1ccnc1)c1cc(Cl)cc(Cl)c1 | -15.8 | 820 | 1.9% | 0.6% |

Some of these compounds in order of molecular weight, lowest first:
SMILES	Lipid droplet	Lipid droplet cells 6.5 µM	SIAH1 antagonists	UTI89 phage lysis
C/C(=N\NC(=O)C1CCCC1)c1ccc(Cl)cc1	9.8	660	-7.2%	0.1%
CC1COc2ccccc2N1C(=O)c1ccccc1Cl (stereo not given)	2.6	428	-5.1%	0.2%
Oc1ccc(-c2nc3ccccc3nc2-c2ccccc2)cc1	-10.6	818	-1.3%	4.2%
O=C(NCCN1CCOCC1)c1cc(-c2cccc(Cl)c2)on1	2.5	790	-3.1%	0.0%
CCCc1nnc(NC(=O)CCS(=O)(=O)Cc2ccccc2)s1	-1.0	846	1.1%	0.0%
O=C(c1ccc(Cl)c(S(=O)(=O)N2CCCCC2)c1)N1CCCC1	-1.2	800	-6.0%	0.1%
CCOc1cc(/C=N/NC(=O)c2cc3c(ccc4ccccc43)o2)ccc1O	25.8	660	-1.1%	-1.0%[50 µM]

Bioassay records (PubChem BioAssay)

Not all compounds are listed, so the mix of outcomes need not match the whole.
